Bioassay records (PubChem BioAssay)
ROC1-CUL1 inh – blocks human RBX1-Cullin-1 di-ubiquitin formation; P62877+Q13616; in vitro K48 di-Ub FRET, acceptor:donor ratio, 45 min; inhibition, % at 10 µM; 140,000 compounds, 0.6% hits; AID 1347404; in the data active means inhibition above about 25%
Target sequence (P62877 whole entry, looked up): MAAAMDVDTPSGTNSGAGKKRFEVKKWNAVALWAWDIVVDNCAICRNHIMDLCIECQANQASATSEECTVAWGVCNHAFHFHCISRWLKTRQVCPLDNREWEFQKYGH
Target sequence (Q13616 whole entry, looked up): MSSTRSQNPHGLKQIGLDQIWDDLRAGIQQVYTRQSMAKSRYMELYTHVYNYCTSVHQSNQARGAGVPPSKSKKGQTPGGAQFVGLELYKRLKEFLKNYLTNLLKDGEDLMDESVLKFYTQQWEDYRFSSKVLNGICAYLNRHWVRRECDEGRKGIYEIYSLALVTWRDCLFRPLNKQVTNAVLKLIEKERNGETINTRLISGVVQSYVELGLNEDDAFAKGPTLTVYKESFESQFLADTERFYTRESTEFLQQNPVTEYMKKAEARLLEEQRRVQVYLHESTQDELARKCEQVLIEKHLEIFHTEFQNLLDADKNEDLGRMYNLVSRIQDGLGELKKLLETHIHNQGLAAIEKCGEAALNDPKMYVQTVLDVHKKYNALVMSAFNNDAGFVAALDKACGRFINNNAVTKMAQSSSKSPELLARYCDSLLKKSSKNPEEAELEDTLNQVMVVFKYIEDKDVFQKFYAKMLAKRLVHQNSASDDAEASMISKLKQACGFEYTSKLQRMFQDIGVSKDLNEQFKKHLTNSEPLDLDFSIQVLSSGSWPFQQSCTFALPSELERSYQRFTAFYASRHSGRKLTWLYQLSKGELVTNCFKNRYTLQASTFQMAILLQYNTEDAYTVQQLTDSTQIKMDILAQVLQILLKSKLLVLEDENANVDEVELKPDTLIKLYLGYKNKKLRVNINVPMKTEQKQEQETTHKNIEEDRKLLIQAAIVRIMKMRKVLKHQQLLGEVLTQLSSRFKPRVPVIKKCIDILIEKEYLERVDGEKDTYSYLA
Active calls of the source: *. An excerpt; rates above refer to the full screens.

Molecule	ROC1-CUL1 inh
CCOc1ccc(-n2c(Sc3c(N)c4c5c(sc4[nH]c3=O)CCC5)nnc2-c2nn(C)c(C)c2Br)cc1	4.4
CN(Cc1ncc[nH]1)CC1CCCN(CCc2ccc(Cl)cc2)C1 (stereo not given)	-9.2
Cc1ccc(S(=O)(=O)c2nc(-c3cccs3)oc2N2CCC(C)CC2)cc1	3.9
COc1ccc(C(=O)Nc2nnc(S(=O)(=O)N3CCCc4ccccc43)s2)cc1	6.9
CCOc1cccc2cc(-c3nc4sc5c(c4c(=O)[nH]3)CCC(C)C5)c(=O)oc12 (stereo not given)	6.6
COc1ccccc1NCC(=O)N/N=C/c1ccc(OC(=O)/C=C/c2ccco2)cc1	6.1
O=C1NC(=S)NC(=O)C1=Cc1ccc(OCc2ccc(Cl)cc2)cc1	4.9
CS(=O)(=O)N(Cc1ccc(C(=O)N2CCN(c3ccccc3)CC2)cc1)c1ccccc1	-3.7
Cc1ccc2c(c1)C(c1ccccc1)C(=O)O2 (stereo not given)	0.3
CCCCNC(=O)C(=O)N/N=C/c1ccc(OCC(=O)Nc2cc(C)cc(C)c2)cc1	-17.3
COc1ccccc1/C=C1/SC(=Nc2cccc(C)c2C)NC1=O	10.7
COc1ccc(NC(=O)c2oc3ccccc3c2NC(=O)C2CCCCC2)c(OC)c1	-7.4
Cc1cc(/C=C2\SC(=Nc3cccc(Cl)c3Cl)NC2=O)c(C)n1-c1ccc2c(c1)OCO2	-3.8
Cc1ccc(CNS(=O)(=O)c2ccccc2C)cc1	-6.1
Cc1ccc(C(=O)c2nccn2CC(=O)Nc2cc(C3CC3)nn2C)cc1	-0.7
Cc1noc(C)c1S(=O)(=O)N1CCC(C(=O)Nc2ccc(Br)cc2)CC1	-1.6
CCOc1cc(/C=N/n2c(C(F)(F)F)n[nH]c2=S)ccc1O	5.4
CCc1ccc2oc(-c3cccc(NC(=O)c4ccccc4OC)c3)nc2c1	3.6
CN1C(=N)C(C#N)C2=C(COC(C)(C)C2)C1=S (stereo not given)	6.3
COc1ccc(-c2noc(N3CCC(C(=O)N4CCN(c5ccccc5OC)CC4)CC3)n2)cc1	-2.8
Cn1nc(-c2ccc(C(=O)Nc3cccc(C(F)(F)F)c3)cc2)c2ccccc2c1=O	1.8
O=C(CCC1CCCN(Cc2ccc3nsnc3c2)C1)NC1CC1 (stereo not given)	-0.7
CCCN(CCC)C(=O)Cn1c(=O)n(CCCCCC(=O)NCc2ccccc2Cl)c(=O)c2sccc21	0.7
Cc1ccc2onc(CC(=O)N3CCN(c4cc(Cl)ccc4C)CC3)c2c1	4.6
COc1ccc(C2=C/C(=C3/c4ccccc4-c4ncccc43)C(=O)O2)c(OC)c1	2.7

2 entries picked at random from those above:
Molecule	ROC1-CUL1 inh
O=C1NC(=S)NC(=O)C1=Cc1ccc(OCc2ccc(Cl)cc2)cc1	4.9
COc1ccc(NC(=O)c2oc3ccccc3c2NC(=O)C2CCCCC2)c(OC)c1	-7.4

Later entries
Molecule	ROC1-CUL1 inh
Cc1cccc(N2C(=O)/C(=C/c3cccn3-c3cccc(C(F)(F)F)c3)C(=O)NC2=S)c1C	53.4*
CCS(=O)(=O)NC1CCCC1	-3.9
Cc1cccc(C)c1N(CC(=O)NN=C1CCCCCC1)S(C)(=O)=O	-3.7
CCN1C(=O)CC(CC(=O)N2CCN(C(=O)c3ccco3)CC2)(c2cccc(C(F)(F)F)c2)C1=O (stereo not given)	-0.6
N=c1c(S(=O)(=O)c2ccc(Cl)cc2)cc2c(=O)n3ccccc3nc2n1C1CCCC1	0.1
Fc1cccc(-n2ncc3c2ncn2nc(-c4ccccc4Cl)nc32)c1	-3.4
COc1ccc(C)cc1NC(=O)C(Cc1ccccc1)NS(=O)(=O)c1cccs1 (stereo not given)	-10.3
Cc1[nH]c2nc3c(c(=O)n(Cc4ccc(Cl)cc4)c(=O)n3C)n2c1C	3.8
CCCCOC(=O)Oc1ccc2c(=O)c(Oc3cccc(C)c3)coc2c1	-3.4
CCOC(=O)c1c(C)n(C)c2cc3[nH]c(=O)oc3cc12	7.3
CCOC(=O)C1=C(C)N=c2s/c(=C\c3ccc(O)c(OC)c3)c(=O)n2C1c1ccc(F)cc1 (stereo not given)	-7.4
O=C(CCC1CCN(C(=O)CN2CCCCC2=O)CC1)NC1CC1	-0.4
O=S(=O)(/C=C/c1ccccc1)c1ccc(Cl)cc1Cl	1.8
Cc1cc(C)n(C(=O)CNC(=O)c2ccc(F)cc2)n1	6.4
CCOC(=O)c1ccc(N=C2S/C(=C/c3cc(OC)c(OC)c(OC)c3)C(=O)N2CC)cc1	3.9
COc1ccccc1C(=O)C1CCCN(C(=O)C2CCCC2)C1 (stereo not given)	5.1
CCOC(=O)C1=C(C)N=c2s/c(=C\c3cccc(OCc4ccc([N+](=O)[O-])cc4)c3)c(=O)n2C1c1ccccc1Cl (stereo not given)	-5.5
C/C(=N\n1c(-c2ccc(C)cc2)n[nH]c1=S)c1ccncc1	6.5
COc1ccccc1-c1cnnc(N/N=C/c2ccc(OC)c3ccccc23)n1	-3.8
Nc1ncc(S(=O)(=O)NCc2ccccc2)cn1	3.9
COc1ccc(CCNC(=O)c2ccc3c(c2)ncn3-c2ccc(C(C)C)cc2)cc1OC	-0.7
COc1cc2c(=O)n(CCC(=O)NCC3CCCO3)c(=O)n(CC(=O)Nc3ccc(C)cc3)c2cc1OC (stereo not given)	-7.4
Cc1cc(=O)[nH]c(=S)n1CCO	-5.7
CCc1cccc(C)c1NC(=O)c1cnn(-c2ccc(F)cc2)c1-n1cccc1	0.1
CC1(C)Cc2ccccc2C(Nc2ccc(F)c(F)c2)=N1	-5.4

Two entries from above, set out differently.
O=S(=O)(/C=C/c1ccccc1)c1ccc(Cl)cc1Cl
  ROC1-CUL1 inh: 1.8
Cc1cc(C)n(C(=O)CNC(=O)c2ccc(F)cc2)n1
  ROC1-CUL1 inh: 6.4

New compounds follow.
Molecule	ROC1-CUL1 inh
Cc1cccc(NC(=O)c2c(C)cc(C)nc2SCC(=O)c2ccccc2)c1	4.9
CCOc1ccc(CCN2C(=O)NC(=O)C3C2=NC(c2ccc(Cl)cc2)=NC3(C(F)(F)F)C(F)(F)F)cc1OCC (stereo not given)	6.5
C=CCN1C(=O)N=C(Cc2ccc(-c3cccc(F)c3)o2)C1=O	2.0
CCN(CC)Cc1cnc(S(=O)(=O)CC2CCCCC2)n1CCOC	1.8
Cn1c(=O)cnn(-c2cc(OC3CCOC3)c(Cl)cc2F)c1=O (stereo not given)	0.8
Cc1ccccc1NC(=O)c1c2c(nc3ccccc13)C(=O)N(C1CCCCC1)C2	6.2
CCOC(=O)Cc1sc2nc(-c3ccc(Br)cc3)cn2c1C	-2.3
Cc1cc(C)cc(NC(=O)C2CCN(c3nc4ccccc4nc3C(F)(F)F)CC2)c1	8.0
CCc1cc2c(cc3c(=O)n(CCCC(=O)NCc4cccc(Br)c4)ncn32)s1	-1.6
COc1ccc(C(=O)NCC(c2cccs2)S(=O)(=O)c2ccc(C)cc2)cc1 (stereo not given)	-11.5
O=C(CN1c2ccccc2Sc2ccccc21)N/N=C/c1ccco1	7.3
COc1cc(/C=N\Nc2nccs2)cc(Br)c1O	10.8
COc1ccc2c(c1)c1c(c(=O)n(-c3cccc(Cl)c3)c(=O)n1CC(=O)NCC1CCCO1)n2C (stereo not given)	-4.7
O=[N+]([O-])c1cc(-c2ncccn2)c([N+](=O)[O-])s1	16.3
COc1ccc(CCNC(=O)CCc2c(C)c3cc4c(C)coc4cc3oc2=O)cc1	-3.2
COc1ccccc1C(=O)OCc1cc(=O)n2nc(C3CC3)sc2n1	-4.4
Cc1nc2c(-c3ccc(F)cc3)c(C)nn2c(C)c1CCC(=O)NCc1cccc(Cl)c1	-4.4
CCC1CCc2sc(C(=O)N3CCN(C)CC3)cc2C1 (stereo not given)	9.7
Nc1c(-c2ccc([N+](=O)[O-])cc2)sc2nc(-c3ccccc3)cc(C(F)(F)F)c12	2.0
CC(c1ccccc1)C1(O)OC(=O)c2ccccc21 (stereo not given)	7.4
O=C(c1ccccc1)N1CC(O)(C(F)(F)F)C(c2ccccc2)=N1 (stereo not given)	5.1
CCOC(=O)c1ccc(NC(=O)C2Cc3ccccc3C(=O)O2)cc1 (stereo not given)	4.3
Cc1ccc(C)c(-n2c(-c3sccc3C)n[nH]c2=S)c1	-16.0
CCn1cc(C(=O)N(C)Cc2ccccc2)c(=O)c2cc(S(=O)(=O)N3CCc4ccccc4C3)ccc21	-2.7
COc1ccc(C)cc1NC(=O)CSc1nnc(CNC(=O)c2ccc(Cl)cc2Cl)n1C	6.0

Carrying on.
Molecule	ROC1-CUL1 inh
COc1ccc2c(=O)c(Br)cccc2c1OC	2.9
C=CCn1c(SCC(=O)N2CCC(C)CC2)nc2sc3c(c2c1=O)CCCC3	0.0
Cc1ccc(NC(=O)c2ccc(-c3cccc(Cl)c3C)o2)cc1	-2.0
Cc1ccc(Cn2c(C(=O)O)c(CNC3CCCCC3)c3ccc(C)cc32)cc1	-2.4
CCC(C)c1ccccc1OCC(=O)Nc1ccc(S(=O)(=O)Nc2cc(C)on2)cc1 (stereo not given)	2.0
N#Cc1c(O)ccc2oc3c(c12)CCCC3	-5.2
O=[N+]([O-])c1cccc(/C=N/N=C2c3ccccc3-c3ccccc32)c1O	0.5
CCC(=O)N[C@@H]1c2ccccc2C2(CCN(C/C=C/c3ccc(OC)cc3)CC2)[C@H]1OCCOC	3.6
Cc1cccc(C)c1Oc1ncccc1CNC(=O)CN1CCCCC1	3.4
Cc1cccc(C)c1OCC(=O)Nc1ccccc1C(=O)c1ccccc1	5.6
CCN(CC)CC(=O)NCc1cccnc1N1CCOCC1	-2.0
O=C(Nc1ccc(Cl)cn1)C(Sc1ccccc1)c1ccccc1 (stereo not given)	7.7
COc1ccc(C2(O)CC(C)=NN2C(=O)c2ccccc2)cc1 (stereo not given)	-7.9
Cc1cc(Br)c(S(=O)(=O)N2CCCCC2)cc1C	1.4
N#C/C(=C\c1c(Oc2ccc(F)cc2)nc2ccccn2c1=O)c1nc2ccccc2s1	3.2
CCNC(=O)C1=CN2C(C=C1)C(C(=O)c1ccccc1)C(c1ccccc1)C2C(=O)C1CC1 (stereo not given)	0.1
Cc1ccc(CS(=O)(=O)Nc2cccnc2)cc1	3.1
Nc1cccc(/C=C/c2ccncc2)c1	7.5
O=C1OC(c2cc(F)c(F)cc2Cl)=N/C1=C\c1cccc(OCc2ccccc2)c1	-3.0
COc1ccc(OC)c(NC(=O)C2CCN(S(=O)(=O)c3c(C)noc3/C=C/c3ccc(C)cc3)CC2)c1	-8.3
Brc1[nH]nc2ccsc12	-5.5
COC(=O)c1ccccc1NC(=O)CCCn1c(C)c2cnn(-c3ccccc3)c(=O)c2c1C	-2.2
Clc1ccccc1Cn1cccc1C1=NC(Cc2ccccc2)CO1 (stereo not given)	7.5
Nn1c(-c2ccc(C(F)(F)F)cc2)n[nH]c1=S	-8.5
COc1ccc(N2CCN(C(CNC(=O)c3ccc(C)cc3)c3ccc4c(c3)OCO4)CC2)cc1 (stereo not given)	4.4

Remaining list, next part
Molecule	ROC1-CUL1 inh
CC(CNC(=O)C1CCN(C(=O)c2cc3sccc3n2C)CC1)c1ccccc1 (stereo not given)	-0.7
COc1cc(CC2(CCC(=O)NC(Cc3ccccc3)c3ccccc3)CCC(=O)N2)ccc1F (stereo not given)	7.6
CCN1CCN(C(c2ccc(SC)cc2)C2C(=O)C=C(C)N(Cc3ccco3)C2=O)CC1 (stereo not given)	7.4
CC1CCCCN1c1nc(-c2ccccc2)nc2ccccc12 (stereo not given)	5.2
O=C1S/C(=C\c2ccc(Cl)cc2)C(=O)N1Cc1ccccc1	3.5
O=C1N/C(=N/N=C/c2ccccc2O)SC1Cc1ccc(Br)cc1 (stereo not given)	1.0
Cc1cc2c3c(c1)OC(C)(C)CC3OC(O)C2 (stereo not given)	0.0
Cc1cc(=O)oc2ccc(OC(C)C(=O)O)cc12 (stereo not given)	9.6
CC(C)Oc1cccc(C(=O)NC(=S)Nc2ccccc2Cl)c1	-2.3
Cc1ccc(NS(=O)(=O)c2ccc(I)cc2)c(C)c1	2.3
O=C(Nc1nncs1)c1ccco1	7.1
CCOC(=O)C(NNS(=O)(=O)c1ccc(C)cc1)(NC(=O)CC(C)C)C(F)(F)F (stereo not given)	-4.7
COc1ccc(Cn2c(-c3ccccc3)c(-c3ccccc3)c3c(=O)[nH]cnc32)cc1	-7.1
Cc1cc(C)nc(-n2[nH]c3nccc(-c4ccc(Cl)cc4)c3c2=O)n1	-2.5
CCCNS(=O)(=O)c1ccc2c(c1)N(C)C(=O)CO2	4.9
COc1ccc(C2C(C(N)=O)C(C)=Nc3nc(SCc4ccccc4Cl)nn32)c(OC)c1 (stereo not given)	-2.3
CCCN1C(C[N+](=O)[O-])=C(C#N)C(C)(C)C(C#N)=C1C[N+](=O)[O-]	5.3
CCC(C)NC(=O)N1CCc2c(cnc(C)c2-c2noc(-c3cscn3)n2)C1 (stereo not given)	-4.0
COc1ccc(OCCn2cc(/C=C3\C(=O)NC(=S)N(c4ccc(OC)cc4)C3=O)c3ccccc32)cc1	-8.8
CCOc1ccccc1NC(=O)C(C)CC (stereo not given)	-6.8
Cc1ccc(-c2cnc(NCc3ccc(C(F)(F)F)cc3)n2C)cc1	6.7
CCOc1ccc(/C=C/c2nc(C#N)c(NCCc3ccccc3)o2)cc1	0.8
CCOc1ccc(C(=O)Nc2ccc3c(c2)CCCN3S(=O)(=O)c2ccc(C)cc2)cc1	-1.2
Cc1cc(C)nc(NC(=S)NC(=O)c2ccccc2F)n1	-8.4
O=C1c2cccc3c(N4CCCCC4)ccc(c23)C(=O)N1CCO	-3.9
COc1ccc(-c2cc(C(=O)Nc3cccc4ncccc34)c3ccccc3n2)cc1	2.3
COc1ccc(Cc2n[nH]c3c2CN(S(=O)(=O)N2CCCC2)CC3)cc1	-1.1
O=S(=O)(NCCc1ccccc1)c1ccc(Cl)nc1	2.8
